ARNT-TACC3 inh: disrupts binding between human ARNT and TACC3. AID 623870. AlphaScreen His-ARNT PAS-B/GST-TACC3 binding, luminescence; TACC3 fragment carries E629A point mutation. inhibition, % at 9.99 µM. Q9Y6A5. hit rate 0.66% among 390,000;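 active = mean inhibition of replicates at least 50% and at least half of replicates each reaching 50%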;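 note: 0% = complete ARNT plus TACC3 wells and 100% = ARNT alone without TACC3; many hits fall short of the cut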
PAX8 inh HTS: lowers PAX8-driven luciferase in RMG-I cells | RMG-I TPO-luciferase reporter, SteadyGlo, 24 h | inhibition, % at 12.6 µM | hit rate 1.2% among 360,000;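 active = mean replicate inhibition at least 60% with every replicate also reaching 60%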;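 note: luciferase light reporting Pax8 driven TPO promoter activity; plate controls were median of neutral control wells for no effect and mitoxantrone controls for full effect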
Active calls of the source: *; & = joins results of further samples. An excerpt, so the mix of outcomes need not match the whole.

CCC(=O)N/C(=N\OCc1ccc(F)cc1)c1nonc1NC(=O)CC was read as ARNT-TACC3 inh -7 and PAX8 inh HTS 6.
Screening CCOCc1nnc(NC(=O)CSc2ccccc2)s1 returned ARNT-TACC3 inh -15 and PAX8 inh HTS -3.
`COc1cccc(N2CCN(C(=O)c3[nH]c(C)c(C(C)=O)c3C)CC2)c1` gave ARNT-TACC3 inh -6 and PAX8 inh HTS 43.
Screening O=C(c1cccc(-c2ccc(O)cc2)c1)N1CCOCC1 returned ARNT-TACC3 inh -7 and PAX8 inh HTS -28.
For CC(C)OC(=O)CSc1nc(N)c(C#N)c(-c2cccs2)c1C#N the results were ARNT-TACC3 inh -3 and PAX8 inh HTS 27.
Clc1ccc(-c2ccc(/C=N/Nc3nncc(-c4ccccc4)n3)o2)cc1 was read as ARNT-TACC3 inh 2 and PAX8 inh HTS 19.
`CN(C)CCOc1ccccc1-c1ccccc1` gave ARNT-TACC3 inh -2 and PAX8 inh HTS -5.
Screening Cc1ccc(NS(=O)(=O)c2ccccc2Cl)c2c1CC(C)(C)O2 returned ARNT-TACC3 inh 0 and PAX8 inh HTS 16.
`O=C(CSc1nc2c(sc3ccccc32)c(=O)n1CCO)NCC1CCCO1` (stereo unspecified) gave ARNT-TACC3 inh -2 and PAX8 inh HTS -10.
Cc1ccc(-c2ccc(S(=O)(=O)N3CCN(C)CC3)cc2)cc1 was read as ARNT-TACC3 inh 1 and PAX8 inh HTS 6.
For Cc1cc(N2CC(C(=O)NCc3cccs3)CC2=O)ccc1C(C)C (stereo unspecified) the results were ARNT-TACC3 inh -5 and PAX8 inh HTS 3.
`Cc1ccc(Cn2nc(C)c(NC(=O)c3nn(C)cc3Cl)c2C)cc1` gave ARNT-TACC3 inh 19 and PAX8 inh HTS 7.
COCCNC(=O)c1c[nH]c2cc(OC)c(OC)cc2c1=O was read as ARNT-TACC3 inh 12 and PAX8 inh HTS -5.
For CCOc1ccccc1OCCCC(=O)N1CCN(S(=O)(=O)c2cccc(F)c2)CC1 the results were ARNT-TACC3 inh -6 and PAX8 inh HTS 15.
For COC(=O)C1=CN(CC2CCCO2)C=C(C(=O)OC)C1c1ccsc1 (stereo unspecified) the results were ARNT-TACC3 inh -6 and PAX8 inh HTS -14.
Screening CC(C)Cn1c(SCc2nnc(-c3cccs3)o2)nc(O)cc1=O returned ARNT-TACC3 inh 3 and PAX8 inh HTS -2.
`Cc1nn(C(C)(C)C)c(OC(=O)c2cccs2)c1S(=O)(=O)c1ccccc1` gave ARNT-TACC3 inh 2 and PAX8 inh HTS 43.
For COc1ccc(OC)c(N(CC(=O)NCc2cccnc2)S(C)(=O)=O)c1 the results were ARNT-TACC3 inh 1 and PAX8 inh HTS -4.
For COCCCN1C(=O)C(O)=C(C(C)=O)C1c1ccccn1 (stereo unspecified) the results were ARNT-TACC3 inh 6 and PAX8 inh HTS 20.
O=C(CSc1nnc(SCc2ccc(Cl)cc2)s1)N1CCOCC1 was read as ARNT-TACC3 inh -11 and PAX8 inh HTS -2.
Screening Cc1c(NC(=O)c2cc3nc(-c4ccc(Br)cc4)cc(C(F)(F)F)n3n2)c(=O)n(-c2ccccc2)n1C returned ARNT-TACC3 inh -5 and PAX8 inh HTS 4.
For CCCc1cc(=O)[nH]c(SCc2ccccc2)n1 the results were ARNT-TACC3 inh -6 and PAX8 inh HTS 2.
Screening COC(=O)C(NC(=O)COc1ccccc1)(Nc1nc2c(s1)CCCC2)C(F)(F)F (stereo unspecified) returned ARNT-TACC3 inh 2 and PAX8 inh HTS 12.
Screening CCNc1[nH]c(=O)n(C)c(=O)c1N=O returned ARNT-TACC3 inh -4 and PAX8 inh HTS 6.
`CCOc1ccccc1N(C(=O)CNC(=O)c1ccco1)C(C(=O)NC(C)(C)C)c1ccncc1` (stereo unspecified) gave ARNT-TACC3 inh 1 and PAX8 inh HTS 6.
For CCCC1(C(=O)OCC)NC(c2ccc(N(C)C)cc2)C2C(=O)N(c3ccccc3)C(=O)C21 (stereo unspecified) the results were ARNT-TACC3 inh -9 and PAX8 inh HTS 18.
Screening O=C(CSc1nc(-c2ccccc2)c(-c2ccccc2)[nH]1)N1CCN(S(=O)(=O)c2ccccc2)CC1 returned ARNT-TACC3 inh -2 and PAX8 inh HTS 25.
`Cn1c(CCNC(=O)c2ccco2)nc2cc(NC(=O)NC3CCCCC3)ccc21` gave ARNT-TACC3 inh 11 and PAX8 inh HTS -72.
Screening CCOC(=O)C1=C(Nc2ccccc2)OCC1=O returned ARNT-TACC3 inh -9 and PAX8 inh HTS 7.
`O=C(COC(=O)C1COc2ccccc2O1)NC(=O)NC1CCCCC1` (stereo unspecified) gave ARNT-TACC3 inh 21 and PAX8 inh HTS -5.
For O=C(NCCCN1CCCC1=O)c1cc(NS(=O)(=O)c2ccc(F)cc2)cc(NS(=O)(=O)c2ccc(F)cc2)c1 the results were ARNT-TACC3 inh 0 and PAX8 inh HTS -11.
O=C(NCc1ccccc1)N1CCC(n2cnc3cc(F)ccc32)CC1 was read as ARNT-TACC3 inh -7 and PAX8 inh HTS -8.
`Cn1c2c(c(=O)n(C)c1=O)C(c1ccccc1OC(F)F)C1=C(CCCC1=O)N2` (stereo unspecified) gave ARNT-TACC3 inh 3 and PAX8 inh HTS -1.
Screening COC(=O)c1ccc(OCC(=O)c2ccccc2)cc1 returned ARNT-TACC3 inh -4 and PAX8 inh HTS -235.
For COc1ccc(C2/C(=C(\O)c3ccc4c(c3)OCCO4)C(=O)C(=O)N2Cc2ccco2)c(OC)c1 (stereo unspecified) the results were ARNT-TACC3 inh 1 and PAX8 inh HTS -4.
For Clc1ccc(-n2ncc3c(NCCCn4ccnc4)ncnc32)cc1 the results were ARNT-TACC3 inh -4 and PAX8 inh HTS -116.
CCCCNC(=O)CCC(=O)Nc1ccc2nc(N3CCOCC3)cc(C)c2c1 was read as ARNT-TACC3 inh -1 and PAX8 inh HTS -55.
Screening COc1ccc(Cn2nnnc2CN2CCc3ccccc3C2)cc1 returned ARNT-TACC3 inh 9 and PAX8 inh HTS 10.
Screening Cc1noc(NS(=O)(=O)c2ccc(N/C=C\C(=O)c3ccncc3)cc2)c1C returned ARNT-TACC3 inh 8 and PAX8 inh HTS 11.
For CCn1c(-c2cc(Br)cc(OC)c2O)nc2cc(S(=O)(=O)N(C)C)ccc21 the results were ARNT-TACC3 inh 15 and PAX8 inh HTS 6.

Ordered by length of the SMILES (highest first): some entries from above.
For CCCC1(C(=O)OCC)NC(c2ccc(N(C)C)cc2)C2C(=O)N(c3ccccc3)C(=O)C21 (stereo unspecified) the results were ARNT-TACC3 inh -9 and PAX8 inh HTS 18.
`O=C(COC(=O)C1COc2ccccc2O1)NC(=O)NC1CCCCC1` (stereo unspecified) gave ARNT-TACC3 inh 21 and PAX8 inh HTS -5.
For CCCc1cc(=O)[nH]c(SCc2ccccc2)n1 the results were ARNT-TACC3 inh -6 and PAX8 inh HTS 2.
Screening CCOC(=O)C1=C(Nc2ccccc2)OCC1=O returned ARNT-TACC3 inh -9 and PAX8 inh HTS 7.

Following part.
Screening Cc1nc(CC(=O)O)c(-c2ccccc2)s1 returned ARNT-TACC3 inh -4 and PAX8 inh HTS 9.
`CCOC(=O)CSc1nnc(CSc2nc3sc4c(c3c(=O)[nH]2)CCCC4)n1-c1ccccc1` gave ARNT-TACC3 inh -2 and PAX8 inh HTS -5.
`Cc1c(C(=O)N2CCN(c3ccc(F)cc3)CC2)sc2nc(-c3ccccc3)cn12` gave ARNT-TACC3 inh 2 and PAX8 inh HTS 31.
For COc1ccc2[nH]cc(CCN=C3SCC(=O)N3C)c2c1 the results were ARNT-TACC3 inh 0 and PAX8 inh HTS -15.
CN(C)CCNC(=S)Nc1cccc(Cl)c1 was read as ARNT-TACC3 inh 3 and PAX8 inh HTS 20.
Screening CCCC(=O)Nc1ccc(C(=O)O)cc1NC(=O)CCC returned ARNT-TACC3 inh -19 and PAX8 inh HTS -9.
`C=CCN1C(=O)/C(=C2\SC(N3CCOCC3)=NC2=O)c2cc(Br)ccc21` gave ARNT-TACC3 inh 33 and PAX8 inh HTS -14.
Screening COc1ccc(C(=O)OC(C(=O)c2ccc(C)cc2)c2ccccc2)cc1 (stereo unspecified) returned ARNT-TACC3 inh -3 and PAX8 inh HTS 5.
For CCC(CC)C(=O)Nc1nnc(-c2cccs2)s1 the results were ARNT-TACC3 inh -7 and PAX8 inh HTS -86.
Clc1ccc(CSc2nnc(-c3cccnc3)n2Cc2ccco2)c(Cl)c1 was read as ARNT-TACC3 inh 11 and PAX8 inh HTS 31.
Screening CC/C(=N/Nc1ccccc1Cl)c1cnnc(-c2ccccc2)n1 returned ARNT-TACC3 inh -1 and PAX8 inh HTS 2.
For O=C(COC(=O)c1ccccn1)NC1CCCCC1 the results were ARNT-TACC3 inh 8 and PAX8 inh HTS -2.
For CN1CCN(C(=O)/C(=C\c2ccccc2)c2ccccc2)CC1 the results were ARNT-TACC3 inh -4 and PAX8 inh HTS 13.
Cc1ccc(NC(=O)COC(=O)CN2C(=O)COc3ccccc32)cc1 was read as ARNT-TACC3 inh 0 and PAX8 inh HTS 12.
Screening CCCOc1ccc(C(=O)NCc2ccco2)cc1 returned ARNT-TACC3 inh -9 and PAX8 inh HTS -72.
Screening Cc1nnc(SCCN2CCOCC2)n1-c1cccc(Cl)c1 returned ARNT-TACC3 inh -4 and PAX8 inh HTS 10.
Screening O=C(O)CN(c1ccccc1F)S(=O)(=O)c1ccccc1 returned ARNT-TACC3 inh -6 and PAX8 inh HTS -6.
`O=S1(=O)CCC(S(=O)(=O)N2CCCCCC2)C1` (stereo unspecified) gave ARNT-TACC3 inh 3 and PAX8 inh HTS 5.
`Cc1ccc(-n2c(C)cc(C(=O)COC(=O)c3c(C)noc3C)c2C)cc1` gave ARNT-TACC3 inh -1 and PAX8 inh HTS -105.
CCOC(=O)C1CCN(C(C(=O)NC2CCCCC2)c2ccc(OC)cc2)CC1 (stereo unspecified) was read as ARNT-TACC3 inh -6 and PAX8 inh HTS 7.
For CC(O)CN(CCC(N)=O)CCC(N)=O (stereo unspecified) the results were ARNT-TACC3 inh 1 and PAX8 inh HTS -8.
Screening Cc1ccc(S(=O)(=O)/N=C(\CN2CCOCC2)N2CCOCC2)cc1 returned ARNT-TACC3 inh -8 and PAX8 inh HTS 7.
For CCOc1cc(/C=N/O)cc(Br)c1OCC the results were ARNT-TACC3 inh -3 and PAX8 inh HTS -15.
Screening O=C(O)c1ccc(COc2ccc(Cl)cc2)o1 returned ARNT-TACC3 inh -19 and PAX8 inh HTS -67.
For N#C/C(=N\O)c1nc(-c2ccccc2)cs1 the results were ARNT-TACC3 inh -7&12 and PAX8 inh HTS -1&-10.
O=C(Cn1nnc2ccccc21)NC1CCCCC1 was read as ARNT-TACC3 inh -14 and PAX8 inh HTS -32.
For O=C(Nc1ccc(OCC(=O)N2CCN(S(=O)(=O)c3ccccc3)CC2)cc1)c1ccco1 the results were ARNT-TACC3 inh -7 and PAX8 inh HTS 17.
CCc1ccccc1NC(=O)CSc1nnc(-c2ccco2)n1N was read as ARNT-TACC3 inh 3 and PAX8 inh HTS -9.
Clc1ccc(CN(CC2CCCO2)C(c2cccs2)c2nnnn2C2CCCC2)cc1 (stereo unspecified) was read as ARNT-TACC3 inh 1 and PAX8 inh HTS 40.
Cc1nc2ccccc2n1-c1ccccc1 was read as ARNT-TACC3 inh -4 and PAX8 inh HTS -6.
`Cc1ccc(N2CCN(CCc3nc4cc(NS(C)(=O)=O)ccc4n3C)CC2)cc1` gave ARNT-TACC3 inh -1 and PAX8 inh HTS 6.
`COc1cc(-c2nc(-c3ccc(NC(=O)c4ccc5c(c4)OCO5)cc3)no2)cc(OC)c1OC` gave ARNT-TACC3 inh -4 and PAX8 inh HTS -6.
C=C1N(c2ccc(Cl)cc2)C(=O)OC1(C)C was read as ARNT-TACC3 inh -6 and PAX8 inh HTS -6.
Screening COc1cc(/C=N/NC(=O)COc2ccc(Cl)cc2)ccc1OS(=O)(=O)c1ccc(C)cc1 returned ARNT-TACC3 inh 1 and PAX8 inh HTS -5.
Screening O=C(NCc1ccco1)C1CCCCN1S(=O)(=O)c1ccc(F)cc1 (stereo unspecified) returned ARNT-TACC3 inh 1 and PAX8 inh HTS -8.
For CCOC(=O)c1c(N=CN(C)C)c(C#N)c2n1CCCC2 the results were ARNT-TACC3 inh -4 and PAX8 inh HTS 8.
For NC(=O)c1ccccc1NC(=O)/C=C/C(=O)O the results were ARNT-TACC3 inh 3 and PAX8 inh HTS -2.
For CC(=O)c1ccc(OCC(O)CN(C)Cc2cccs2)cc1 (stereo unspecified) the results were ARNT-TACC3 inh 3 and PAX8 inh HTS -9.
Screening Clc1ccc(CSc2snnc2-c2ccccc2)cc1 returned ARNT-TACC3 inh 7 and PAX8 inh HTS -36.
`CCOC(=O)C(C(=O)Nc1nc2ccccc2s1)C1CCCCC1` (stereo unspecified) gave ARNT-TACC3 inh -3 and PAX8 inh HTS 19.
`O=C(NCCc1c[nH]c2ccccc12)Nc1cccc2ccccc12` gave ARNT-TACC3 inh 0 and PAX8 inh HTS 17.
`Cc1ccc(N2CC(C(=O)Nc3ccc(N(C)C)cc3)CC2=O)cc1C` (stereo unspecified) gave ARNT-TACC3 inh -15 and PAX8 inh HTS -15.
For N#CC1=C(N)N2C(=C(C#N)C13CCCCC3)SC1CCCCC12O (stereo unspecified) the results were ARNT-TACC3 inh -14 and PAX8 inh HTS 14.

Grouped by structure, the entries above with bromine.
Screening Cc1c(NC(=O)c2cc3nc(-c4ccc(Br)cc4)cc(C(F)(F)F)n3n2)c(=O)n(-c2ccccc2)n1C returned ARNT-TACC3 inh -5 and PAX8 inh HTS 4.
For CCn1c(-c2cc(Br)cc(OC)c2O)nc2cc(S(=O)(=O)N(C)C)ccc21 the results were ARNT-TACC3 inh 15 and PAX8 inh HTS 6.
`C=CCN1C(=O)/C(=C2\SC(N3CCOCC3)=NC2=O)c2cc(Br)ccc21` gave ARNT-TACC3 inh 33 and PAX8 inh HTS -14.
For CCOc1cc(/C=N/O)cc(Br)c1OCC the results were ARNT-TACC3 inh -3 and PAX8 inh HTS -15.

Screening data from PubChem BioAssay.
